Assay outcomes as filed in PubChem BioAssay.
NPY Y2 blocker = blocks the human neuropeptide Y Y2 receptor | NPY-Y2 expressing cells, antagonist mode | inhibition, % at 2.7 µM | 140,000 tested, 0.99% active; in the data active means inhibition above about 17%;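 further: 0% = vehicle with agonist challenge and 100% = reference antagonist with challenge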
Target sequence (P49146 whole entry, looked up): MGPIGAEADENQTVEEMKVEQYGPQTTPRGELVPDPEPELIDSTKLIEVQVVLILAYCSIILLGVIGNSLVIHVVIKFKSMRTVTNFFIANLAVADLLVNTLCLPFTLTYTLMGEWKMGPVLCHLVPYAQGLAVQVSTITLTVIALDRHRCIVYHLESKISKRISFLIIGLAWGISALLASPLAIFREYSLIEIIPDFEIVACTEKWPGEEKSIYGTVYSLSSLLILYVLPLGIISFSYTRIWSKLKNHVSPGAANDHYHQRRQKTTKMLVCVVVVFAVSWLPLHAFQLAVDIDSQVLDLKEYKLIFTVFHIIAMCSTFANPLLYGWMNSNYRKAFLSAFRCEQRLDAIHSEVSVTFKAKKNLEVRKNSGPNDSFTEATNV
Phagocytosis inh = inhibitors of macrophage phagocytosis; inhibition, % at 5 µM; J774A.1 macrophage IgG-bead phagocytosis, imaging; 110,000 tested, 0.07% active;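 active means inhibition above the mean of the plate negative controls plus 5 SD, cut at about 13% in these data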;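 further: phagocytic index as fraction of beads internalized from green versus red external bead signal; plate controls were DMSO negative control for no effect and cytochalasin-D positive control for full effect; some results beyond the cut were filed as inactive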
MRP-1 activ = activators of MRP-1; H69AR cells + doxorubicin, viability rescue, CellTiter-Glo; viability increase, % at 10 µM; 140,000 tested, 0.61% active;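 active means viability gain under doxorubicin at or above a set limit, the compound median plus 3 SD, cut at about 4.7% in these data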;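 further: MRP-1 overexpressing cells given doxorubicin 25 µM after compound pretreatment; 18-22 h compound pretreatment then 72 h with doxorubicin before readout; 0% = doxorubicin-only wells and 100% = vehicle-treated cells without doxorubicin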
E-sel TNF inh = blocks E-selectin expression induced by TNF alpha | 120,000 tested, 0.71% active | AID 1246 | HUVEC TNFa-induced E-selectin immunofluorescence, high content | inhibition, % at 2 µM;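 active means inhibition above the batch mean plus 3 SD, and confirmed as a hit on visual image review, cut at about 43% in these data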;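 further: 0% = TNF-stimulated DMSO wells and 100% = unstimulated control wells; not every result past the cut was called active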
GALR2 antag = antagonists of human galanin receptor 2 (GALR2); O43603; GALR2-expressing cells, antagonist mode; inhibition, % at 4 µM; 140,000 tested, 0.39% active; AID 828; in the data active means inhibition above about 27%;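 further: cells stimulated with galanin 1-16 at roughly its EC80; 0% = agonist challenge control and 100% = basal control without agonist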
Target sequence (O43603 whole entry, looked up): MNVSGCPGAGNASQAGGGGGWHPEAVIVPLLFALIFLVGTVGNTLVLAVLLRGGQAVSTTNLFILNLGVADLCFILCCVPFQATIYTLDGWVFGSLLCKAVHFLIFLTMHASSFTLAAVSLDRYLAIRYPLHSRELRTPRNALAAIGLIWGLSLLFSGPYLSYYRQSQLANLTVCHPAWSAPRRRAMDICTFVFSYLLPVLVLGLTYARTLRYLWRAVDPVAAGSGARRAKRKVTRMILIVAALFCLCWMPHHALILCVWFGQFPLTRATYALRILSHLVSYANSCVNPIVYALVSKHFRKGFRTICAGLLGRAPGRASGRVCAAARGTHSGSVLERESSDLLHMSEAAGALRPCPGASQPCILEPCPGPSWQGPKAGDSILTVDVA
HCT116 PTEN-null = growth suppressors of cells with PTEN tumor suppressor deletion. viability, % at 10 µM. 140,000 tested, 1.2% active. HCT116 PTEN-null viability, CellTiter-Glo, 60 h; hits give low values;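 active means viability at or below a set limit, 4 SD under the median of all tested compounds, cut at about 3.7% in these data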;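 further: PTEN knockout HCT116 line with beta catenin targeted HCT116 as companion control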
bCat KO growth = beta-catenin-lacking colon tumor cell growth suppression. AID 818. viability, % at 10 µM. HCT116 beta-catenin knockout viability, CellTiter-Glo, 60 h; hits give low values. 140,000 tested, 1.5% active;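 active means viability at or under a set limit, the compound median less 4 SD, cut at about 6% in these data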;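 further: 0% = Hyamine 1622 control at 20 µM and 100% = untreated cell control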
Measles CPE = protection of cells from measles virus; 140,000 tested, 1.5% active; protection (pct of control), % at 4 µM; Measles virus-infected cells, CPE protection, absorbance; in the data active means protection mostly above about 24%, no sharp cut-off; inactive means mostly below about 26%; further: some compounds called inactive have numbers as strong as hits
Yeast life ext = extends the lifespan of yeast; S. cerevisiae growth with nicotinamide, OD615; deaD strain in restrictive glucose medium; inhibition of the nicotinamide effect, % at 10 µM; 130,000 tested, 0.68% active;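 active means inhibition above a set limit, placed 3 SD over the median of all compounds, cut at about 26% in these data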;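 further: 0% = nicotinamide-treated wells and 100% = cells grown without nicotinamide; some compounds called inactive have numbers as strong as hits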
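Measured by: optical density (absorbance) at 615 nm; System: modified budding yeast, DeaD strain; Medium: restrictive CSMM-D dextrose medium; Timing: 4 h preincubation then 48 h treatment at 30 °C.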
BB579 growth dn = chemicals that inhibit yeast BB579 growth in restrictive medium (lifespan-shortening candidates) | S. cerevisiae BB579 growth, OD615, 48 h | inhibition, % at 10 µM | 140,000 tested, 0.51% active;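 active means inhibition above a set limit, 3 SD over the mean compound inhibition, cut at about 44% in these data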; further: inactives centre near -24
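Assay system: S. cerevisiae DeaD strain BB579 yeast. Medium: CSMM-D restrictive synthetic medium containing dextrose (glucose). Times: 4 h cell preincubation, 48 h compound exposure, 30 °C humidified. Signal: OD615 turbidity measurement. Benchmarks: positive control amphotericin B 10 µg/mL.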
* hit, by the source's call; x = no result given.

SMILES	NPY Y2 blocker	Phagocytosis inh	MRP-1 activ	E-sel TNF inh	GALR2 antag	HCT116 PTEN-null	bCat KO growth	Measles CPE	Yeast life ext	BB579 growth dn
CCOc1ccccc1OCC(=O)Nc1ccc(Cl)cc1C(=O)c1ccccc1	10	-12	-0.5	-6	-5	64	64	6	0	-20
Cc1ccc(-n2c(O)c(C=NC3CCCCC3N)c(=O)[nH]c2=O)cc1C (stereo unspecified)	1	0	-2.6	-9	-5	89	75	21	-21	-49
CC(C(=O)Nc1ccc(Cl)cc1Cl)N1CC=C(c2ccccc2)CC1 (stereo unspecified)	13	-6	-2.5	x	-9	85	84	9	-1	-31
Cc1ccc2c(CN3CC=C(c4ccccc4)CC3)cc(=O)oc2c1C	5	-11	-1.6	x	9	80	80	9	0	-15
O=C(NCc1ccc(C(=O)N2CCC3(CC2)OCCO3)cc1)c1ccc2c(c1)OCO2	1	x	0.4	0	-2	x	91	3	0	-19
O=C(CN1CC(c2ccccc2)CC1=O)Nc1cccc(F)c1 (stereo unspecified)	0	x	-1.9	-14	8	96	96	5	-3	-21
CCCNC(=O)N1C2CCC1CC(O)(c1cccnc1)C2 (stereo unspecified)	-1	-1	-1.4	x	-1	97	86	7	-12	-9
O=C(CN1CCOCC1)c1ccc2cc[nH]c2c1	1	0	-2.7	x	4	98	90	8	-1	-10
Cc1cc(NC(=O)CCC(=O)N2CCC3(CC2)OCCO3)no1	1	0	0.5	-6	0	104	89	5	-18	-38
CC/C(=N\N1CCN(C)CC1)c1c(O)[nH]c(=O)[nH]c1=O	5	x	2.2	x	-5	98	101	12	6	-4
COc1ccccc1NC1=NCCS1	7	0	-3.1	9	-8	102	96	18	2	-52
O=c1[nH]c(=O)n(-c2ccccc2)c(O)c1/C=C/C=Nc1ccccc1	6	-5	0.4	x	-4	99	94	4	3	-31
CN(C)C1=C(C#N)C(c2ccccc2)=NP(N(C)C)(N(C)C)=N1	-1	-1	-1.1	16	-8	91	88	18	-9	9
CC(=O)Nc1ccc(OC(=O)N2CCCCC2)cc1	3	1	0.9	x	10	103	102	12	-9	7
CC[C@@H](CO)NC(=O)[C@@H]1C=C2c3cccc4c3c(cn4C)C[C@H]2N(C)C1	1	x	-1.0	x	10	92	93	32	-1	-2
CCSc1nnc([C@@H](N)Cc2c[nH]c3ccccc23)o1	1	0	-2.6	-5	-7	94	85	8	-24	-23
O/N=C1\CCC2CN(C3CCCCC3)CC2C1 (stereo unspecified)	1	x	0.1	-30	1	93	88	5	0	4
CN1CCc2nc(SCC(=O)OC(C)(C)C)c(C#N)cc2C1	x	1	-1.7	x	x	90	85	6	-17	-46
CC(C)(C)P(=O)(c1ccncc1)N1CCCC1 (stereo unspecified)	1	-4	-2.9	-12	0	95	100	5	-5	-26
O=[N+]([O-])/C=C1\NCCN1Cc1ccc(Cl)nc1	2	-2	-1.9	2	-13	88	98	7	1	9
Cc1ccccc1-n1c(C)nc2sccc2c1=O	4	x	-2.9	-74	-4	84	99	24	-8	-30
O=C(c1cc(-c2ccncc2)nc2ccccc12)N1CCC2(CC1)OCCO2	2	-2	-3.1	3	-7	98	82	38	-4	-49
O=C(c1cc(-c2cccnc2)nc2ccccc12)N1CCC2(CC1)OCCO2	-2	-2	-3.7	-3	-12	91	89	9	7	-44
COc1ccc(-n2c(O)c(C(C)=NCc3ccco3)c(=O)[nH]c2=O)cc1	3	-1	-0.8	x	4	118	104	17	-10	-30
CCOC(=O)C(O)(c1ccc(N)c(OC)c1)C(F)(F)F (stereo unspecified)	1	-1	0.0	0	13	102	97	4	-8	-26
Cc1cc(Oc2ccc(C(F)(F)F)cc2[N+](=O)[O-])c2c3c(c(=O)oc2c1)CCCC3	0	-10	-1.4	55	1	80	81	28	2	-57
CC(=O)N1N=C2C3CCN(CC3)C2C1c1ccc(C)cc1 (stereo unspecified)	3	x	-1.8	-17	7	94	101	4	2	-7
CCCCCCC[n+]1ccc(-c2cc[n+](CCCCCCC)cc2)cc1	-2	-1	-4.3	1	2	27	32	5	-10	-1
O=C(CN1CC(c2ccccc2)CC1=O)NCc1ccc(F)cc1 (stereo unspecified)	2	x	-0.8	5	6	101	97	11	5	-8
O=[N+]([O-])c1ccccc1CNCCc1ccc(F)cc1	1	-2	-1.5	23	-14	83	82	1	-6	-3
Cc1cc(Br)ccc1N1C(=O)CC(=O)NC1=O	2	0	0.7	-17	5	95	102	38*	x	3
Nc1ccc2c(c1)oc1ccccc12	-3	x	-1.1	x	8	106	98	1	-10	3
O=c1[nH]c(O)c(/C=C2\C=NN=C2c2ccccc2)c(=O)[nH]1	2	-1	1.0	24	11	107	102	3	-8	-43
CC(=O)Nc1ccccc1C(=O)OCc1ccc(C(=O)c2ccccc2)cc1	4	-3	-2.1	-3	-4	61	66	13	2	-60
CCC1(CCc2ccncc2)C(=O)NC(=O)NC1=O	4	3	1.4	11	-4	98	98	18	-6	-24
Cc1cnn(C2CCN(C)CC2)c1N	0	0	-1.6	8	-10	98	91	9	-2	-17
CCOC(=O)c1c(C)n(Cc2ccc3c(c2)OCO3)c2ccc(O)cc12	2	0	-1.5	-5	-9	84	82	15	-7	-75
COC(=O)[C@H]1C[C@@H]1[C@H](NP(=O)(c1ccccc1)c1ccccc1)c1ccccc1	19*	x	-0.8	-33	7	85	87	4	8	-37
Nc1c([N+](=O)[O-])cc(F)c(N2CCNCC2)c1Br	9	1	-2.0	3	9	91	87	6	7	-27
O=C(c1ccc(N2CC3CC(C2)c2cccc(=O)n2C3)c([N+](=O)[O-])c1)N1CCCCC1 (stereo unspecified)	0	-5	-1.2	-9	0	100	102	13	3	-25
CCOP(=O)(OCC)C(O)c1ccc(Br)cc1 (stereo unspecified)	0	-10	0.8	4	7	94	89	25	-5	7
CCOP(=O)(OCC)C(NC(=O)CN1C(=O)c2ccccc2S1(=O)=O)C(Cl)(Cl)Cl (stereo unspecified)	0	-5	1.6	8	-1	95	98	23	4	-12
O=C(COc1ccc(Br)cc1)N1CCN(Cc2c[nH]c3ccccc23)CC1	3	0	-1.6	-18	7	28	35	8	-8	-86
O=C(CN1CCCC1=O)N1CCOCC1	1	0	-0.7	5	-11	112	99	7	-13	-52
N=C1c2ccccc2CN1NC(=O)C1CC1	1	x	-1.0	18	-3	106	98	2	2	-17
CN1CCN(c2nccc3c2ncn3C)CC1	-1	-1	-1.6	x	6	95	84	2	-8	-51
CC(=NCc1ccc2c(c1)OCO2)c1c(O)n(C)c(=O)n(C)c1=O	3	-2	-0.8	-25	4	92	88	x	-18	-37
CC(=O)OC1N=C(c2ccccc2)c2cc(C)ccc2NC1=O (stereo unspecified)	7	-1	-0.7	-9	3	93	85	12	-3	-15
C[C@H](O)[C@H]1CC[C@H]2[C@@H]3CCC4=CC(=O)CC[C@]4(C)[C@H]3CC[C@]12C	4	x	-2.0	x	3	81	88	24	3	3
CCOP(=O)(C(NC(=O)c1ccccc1Cl)=C(Cl)Cl)c1ccccc1 (stereo unspecified)	1	-1	-3.3	x	-25	92	89	3	-4	7

A stretch from further up, as a working copy:
SMILES	NPY Y2 blocker	Phagocytosis inh	MRP-1 activ	E-sel TNF inh	GALR2 antag	HCT116 PTEN-null	bCat KO growth	Measles CPE	Yeast life ext	BB579 growth dn
Cc1cc(Oc2ccc(C(F)(F)F)cc2[N+](=O)[O-])c2c3c(c(=O)oc2c1)CCCC3	0	-10	-1.4	55	1	80	81	28	2	-57
CC(=O)N1N=C2C3CCN(CC3)C2C1c1ccc(C)cc1 (stereo unspecified)	3	x	-1.8	-17	7	94	101	4	2	-7
CCCCCCC[n+]1ccc(-c2cc[n+](CCCCCCC)cc2)cc1	-2	-1	-4.3	1	2	27	32	5	-10	-1
O=C(CN1CC(c2ccccc2)CC1=O)NCc1ccc(F)cc1 (stereo unspecified)	2	x	-0.8	5	6	101	97	11	5	-8
O=[N+]([O-])c1ccccc1CNCCc1ccc(F)cc1	1	-2	-1.5	23	-14	83	82	1	-6	-3
Cc1cc(Br)ccc1N1C(=O)CC(=O)NC1=O	2	0	0.7	-17	5	95	102	38*	x	3
Nc1ccc2c(c1)oc1ccccc12	-3	x	-1.1	x	8	106	98	1	-10	3
O=c1[nH]c(O)c(/C=C2\C=NN=C2c2ccccc2)c(=O)[nH]1	2	-1	1.0	24	11	107	102	3	-8	-43
CC(=O)Nc1ccccc1C(=O)OCc1ccc(C(=O)c2ccccc2)cc1	4	-3	-2.1	-3	-4	61	66	13	2	-60
CCC1(CCc2ccncc2)C(=O)NC(=O)NC1=O	4	3	1.4	11	-4	98	98	18	-6	-24

Further records
SMILES	NPY Y2 blocker	Phagocytosis inh	MRP-1 activ	E-sel TNF inh	GALR2 antag	HCT116 PTEN-null	bCat KO growth	Measles CPE	Yeast life ext	BB579 growth dn
O=C1NC(=O)N(Cc2ccccc2)C(=O)/C1=C/N1CCCc2ccccc21	-2	-5	-1.8	x	-6	100	90	12	-3	-1
O=C(Cc1ccccc1)OCCN1CCOCC1	4	-4	-0.5	x	18	99	96	5	4	-31
COC(=O)c1c(C)[nH]c(C(=O)C(Cc2ccccc2)N(C)C)c1C (stereo unspecified)	1	6	-0.3	9	9	109	105	4	-2	-31
CNCCCc1ccccc1	0	x	-1.6	1	-2	102	91	1	-2	-26
COc1ccc(N/N=C/c2c(O)n(-c3ccc(C)c(C)c3)c(=O)[nH]c2=O)cc1	2	-4	-3.6	18	13	90	89	18	3	-24
CCc1nc2ccccc2c(=O)n1-c1ccc2ccccc2c1	-1	-1	-1.6	14	-2	95	87	19	3	-67
CC(C(N)=O)N1CC(c2ccccc2)CC1=O (stereo unspecified)	1	0	-0.6	x	-11	102	90	28	-4	-26
O=c1c2ccccc2nc(CSc2ncnc3nc[nH]c23)n1-c1ccccc1	-3	-1	-2.2	-36	-2	11	31	14	1	-47
O=C(c1cc2ccccn2n1)N1CCC2(CC1)OCCO2	1	-3	-2.4	x	-2	101	92	2	-4	1
CCOC(=O)C1=C(NC(=S)NC(=O)c2ccccc2)c2ccccc2CC12CCCC2	0	-10	-3.0	x	-6	67	62	62*	-2	-22
Cc1cccc(NC2=NCCCS2)c1C	1	-1	-3.4	-8	-3	85	93	18	-2	13

An excerpt; count on the stated rates, not on these rows.
